# NOD2-RIPK2 inh = blocks binding of human NOD2 to RIPK2 | O43353 | inhibition, % at 4.98 µM | actives 0.38% (n = 360,000) | CHO BLA complementation NOD2-RIPK2, CCF4 ratio | AID 624267; in the data active = inhibition above about 21%;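 also: 0% = vehicle only and 100% = reference blocker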
# Cardio protect = protects H9c2 cardiomyocytes from peroxide injury | H2O2 injury protection, ATPLite, 2 h | protection from H2O2 cell death, % at 20 µM | actives 0.63% (n = 360,000) | AID 588492;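 active = compounds giving at least 50% protection of heart cells from peroxide-induced death in the single-dose screen, raw or plate-pattern-corrected value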;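 also: 0% = DMSO wells with peroxide and 100% = DMSO wells without peroxide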
# MC4R antagonist = blocks human MC4R cAMP signaling; inhibition, % at 6.5 µM; actives 0.48% (n = 360,000); MC4R-expressing cells, MTII-stimulated cAMP, LANCE TR-FRET;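 active = inhibition above its plate's cutoff, the mean of tested wells on that plate plus 3 SD, cut at about 29% in these data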;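 also: 0% = Melanotan II alone and 100% = Melanotan II plus saturating MCL0020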
#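 material = U2OS cells stably expressing human melanocortin 4 receptor (MC4R) | also added = Melanotan II challenge | dosing = single nominal compound dose of 6.5 µM | detection = TR-FRET with Eu-cAMP and labeled anti-cAMP, 671 nm | replication = singlicate | timing = compound 30 min, challenge 1 h, detection 1 h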
# m5-HT2A agonist = mouse HTR2A agonism via beta-arrestin recruitment | P35363 | CHO-K1 mHTR2A beta-arrestin complementation, luminescence; percent of 30 µM serotonin response | activation, % at 7.6 µM | actives 0.66% (n = 360,000) | AID 624169;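 active = activation above a run cutoff, the mean activation of all tested compounds plus 3 SD, cut at about 14% in these data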;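 also: 0% = plate median of compound wells and 100% = 30 µM serotonin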
# Glyco luc inh = N-linked glycosylation inhibition; D54 ERlucT glycosylation luciferase reporter, 24 h; percent of 100 nM tunicamycin response; reporter increase, % at 12.5 µM; actives 0.23% (n = 360,000);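 active = mean luciferase reporter signal, scaled so untreated is 0 and the glycosylation-blocking control 100, at or above a set limit in every replicate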;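 also: luciferase carries N-glycosylation sites so blocking glycosylation raises the light; 0% = median of neutral control wells and 100% = median of 100 nM tunicamycin wells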
# NCOA2 inhibitor = inhibits human steroid receptor coactivator 2; Q15596; HEK293 GAL4-SRC2 luciferase reporter, luminescence; inhibition, % at 9 µM; actives 0.17% (n = 370,000);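 active = inhibition above the mean inhibition of all tested compounds plus 3 SD, set per campaign, cut at about 52% in these data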;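 also: 0% = DMSO treated cells and 100% = cells given Gossypol at 36 µM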
# ABCB6 inh 2 = blocks the human ABCB6 transporter. Q9NP58. actives 0.19% (n = 360,000). AID 602162. fluorescence ratio to DMSO, % at 10 µM. K562-ABCB6 porphyrin accumulation, flow cytometry, 1 h; hits give low values;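 active = fluorescence ratio to DMSO below 75%, the collection mean minus 3 SD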;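 also: signal is porphyrin accumulated inside mitochondria; 100% equals median channel fluorescence of DMSO control wells; lower ratio means ABCB6 inhibition with less porphyrin fluorescence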
# MC4R ag barr = human MC4R agonism via beta-arrestin | U2OS MC4R beta-arrestin complementation, luminescence; percent of melanotan II response, DMSO zero | activation, % at 8.9 µM | actives 0.98% (n = 360,000) | AID 540308;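 active = activation above a per-plate cutoff, the mean activation of sample wells on that plate plus 3 SD, cut at about 8% in these data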
# TLR9-MyD88 block = blocks human TLR9 binding to MyD88; CHO BLA complementation TLR9-MyD88, CCF4 FRET ratio; inhibition, % at 4.98 µM; actives 0.21% (n = 340,000);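 active = inhibition above the mean over all tested compounds plus 3 SD, cut at about 21% in these data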;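 also: 0% = DMSO only wells and 100% = clavulanate BLA inhibitor control wells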
# ABHD5 PLIN5 PPI = inhibitors of human ABHD5-perilipin-5 interaction. Q00G26+Q8WTS1. Split G. princeps luciferase complementation, luminescence, 4 h. inhibition, % at 4 µM. actives 0.78% (n = 360,000). AID 602281;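 active = inhibition above the mean inhibition across every tested compound plus 3 SD, cut at about 22% in these data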;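 also: 0% = DMSO only wells and the 100% control is not disclosed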
# Target sequence (Q00G26 whole entry, looked up): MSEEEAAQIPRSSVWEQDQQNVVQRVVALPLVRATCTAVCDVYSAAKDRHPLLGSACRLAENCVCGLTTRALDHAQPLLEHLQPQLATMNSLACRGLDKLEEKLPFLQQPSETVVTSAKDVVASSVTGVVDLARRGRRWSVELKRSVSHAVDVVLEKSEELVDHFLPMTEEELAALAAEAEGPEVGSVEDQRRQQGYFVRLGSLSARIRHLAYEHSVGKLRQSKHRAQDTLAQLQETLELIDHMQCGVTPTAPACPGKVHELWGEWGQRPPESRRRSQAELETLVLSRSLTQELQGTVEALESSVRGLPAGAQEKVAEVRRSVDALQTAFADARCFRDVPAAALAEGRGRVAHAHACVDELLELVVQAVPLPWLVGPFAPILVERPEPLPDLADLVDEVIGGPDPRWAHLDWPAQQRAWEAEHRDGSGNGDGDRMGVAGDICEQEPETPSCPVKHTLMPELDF
# Target sequence (Q8WTS1 whole entry, looked up): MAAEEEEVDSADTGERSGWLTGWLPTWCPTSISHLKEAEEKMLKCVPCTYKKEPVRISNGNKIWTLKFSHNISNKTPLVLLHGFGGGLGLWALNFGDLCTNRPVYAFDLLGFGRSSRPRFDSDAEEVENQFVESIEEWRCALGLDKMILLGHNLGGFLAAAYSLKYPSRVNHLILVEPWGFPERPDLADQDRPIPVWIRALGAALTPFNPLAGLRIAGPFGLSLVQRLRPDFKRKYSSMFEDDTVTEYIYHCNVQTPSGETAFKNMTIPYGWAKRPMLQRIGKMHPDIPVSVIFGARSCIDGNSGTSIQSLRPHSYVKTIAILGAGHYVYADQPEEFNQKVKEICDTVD
# * hit, by the source's call; / = not tested or not shown.
# Value order: ABCB6 inh 2	TLR9-MyD88 block	NOD2-RIPK2 inh	m5-HT2A agonist	Glyco luc inh	MC4R ag barr	NCOA2 inhibitor	ABHD5 PLIN5 PPI	MC4R antagonist	Cardio protect
COc1cc(C(=O)NC(=S)Nc2ccc(Cl)c(C(=O)O)c2)cc(OC)c1OC
  94	5	-4	-3	3	-1.8	5	1	-2	1
Cc1cc2oc(C(=O)NCc3ccc(S(N)(=O)=O)cc3)c(C)c2cc1C
  84	-2	-11	4	-2	1.4	4	1	2	-18
COC(=O)C1(C)NC(c2cccc(C)c2)C2C(=O)N(c3ccc(F)cc3)C(=O)C21 (stereo not given)
  102	-1	-1	1	1	2.4	11	-15	10	-4
CCOC(=O)C1=CNS(=O)(=O)NC1c1cccc(O)c1 (stereo not given)
  103	-5	-5	4	1	1.4	-30	-11	-1	2
S=C(Cc1ccccc1)N1CCOCC1
  101	6	8	2	1	-1.5	-3	0	8	-3
Cc1ccc(/C=C2\SC(=S)N(CCC(=O)Nc3cccnc3)C2=O)cc1
  100	-8	0	-4	-2	-1.9	6	-3	0	-10
CCCCOC(=O)CSC(=S)N(C)Cc1cccs1
  99	2	3	-4	0	1.0	-7	-6	-1	-8
COc1ccc(C(=O)NCCN2C(=O)S/C(=C\c3cccnc3)C2=O)c(OC)c1OC
  98	2	-3	2	6	-0.1	-30	8	5	16
CCCS(=O)(=O)c1c(S(=O)(=O)CCC)c2ccccn2c1C(=O)OC
  94	3	-10	-1	3	1.2	-29	-2	6	3
CC(C)OC(=O)C(C)Nc1ccc(F)c(Cl)c1 (stereo not given)
  100	5	-15	1	-2	-3.6	-1	5	3	-8
COc1cc(OC)cc(C(=O)NCCN2C(=O)S/C(=C\c3cccs3)C2=O)c1
  97	1	-17	10	-1	-2.2	-7	0	-8	-18
Cc1cc2cc(CNC(=O)c3ccc(S(=O)(=O)N(C)C)cc3)ccc2n1C
  105	-9	-4	2	0	0.6	-16	-2	13	6
O=C(N/N=C/c1ccc([N+](=O)[O-])cc1)c1cccc(N2CCCC2=O)c1
  96	-2	1	-3	-1	-3.2	-20	-1	0	0
CC1=C(C(=O)N(C)C)CC(CC(=O)NCCCCc2ccccc2)C(=O)N1Cc1ccccc1 (stereo not given)
  106	-4	-2	1	-1	0.1	15	-5	5	4
Cc1ccc(NC(=O)c2ccn(C)n2)c(Br)c1
  75	-5	-3	-4	-16	-2.0	-94	5	-1	-7
O=C1CN(C(=O)CNC(=O)c2cccc(Cl)c2)c2ccccc2N1
  101	-12	-1	1	10	-1.6	27	8	17	-3
CCCCOC(=O)CCNc1n[nH]c(=O)[nH]c1=O
  99	-10	-2	2	2	-0.1	-22	1	5	-2
C/C(CC(=O)Nc1ccc2c(c1)OCCO2)=N\NC(=O)COc1ccc(C)cc1
  96	6	-8	-4	-1	-0.9	-9	-7	15	-2
Cc1c(NC(=O)c2ccc(S(=O)(=O)Nc3ccccc3F)cc2)c(=O)n(-c2ccccc2)n1C
  102	-2	-2	1	-1	-0.1	-10	-2	8	-2
COc1cc(S(=O)(=O)Nc2cccnc2)ccc1Cl
  99	-4	-13	0	3	-0.5	-11	-2	21	-7

# Individual results from above.
# ABCB6 inh 2 with `CCCS(=O)(=O)c1c(S(=O)(=O)CCC)c2ccccn2c1C(=O)OC` is entered as 94
# TLR9-MyD88 block with `S=C(Cc1ccccc1)N1CCOCC1` is entered as 6

# (listing goes on)
# Value order: ABCB6 inh 2	TLR9-MyD88 block	NOD2-RIPK2 inh	m5-HT2A agonist	Glyco luc inh	MC4R ag barr	NCOA2 inhibitor	ABHD5 PLIN5 PPI	MC4R antagonist	Cardio protect
O=C(Oc1ccc(N2C(=O)CCC2=O)cc1)c1ccccc1
  96	-2	-9	0	2	-1.6	-17	4	5	0
O=C(Nc1cc(-c2ccccc2)sc1C(=O)O)c1cccc(F)c1
  99	0	-3	-6	2	0.6	-26	-2	4	-5
COc1cccc(C2C(C(=O)OC(C)C)=C(C)N=c3s/c(=C\c4ccc(C(=O)O)cc4)c(=O)n32)c1 (stereo not given)
  100	6	-5	1	2	-1.9	-5	2	-2	-2
Cc1ccc(OCCC(=O)OCC(=O)Nc2c(C)nn(-c3ccccc3)c2C)cc1
  99	-2	-7	2	3	-1.2	-9	-3	4	-1
CCNC(=O)C1CCCN(C(=O)c2ccc(OC)cc2)CC1 (stereo not given)
  106	/	-8	0	4	0.9	-1	-1	8	7
COC(=O)C(Cc1c[nH]c2ccccc12)NC(=O)CNC(C)=O (stereo not given)
  104	0	1	5	1	2.0	6	6	8	1
COc1cccc(NC(=S)NC2CC3CCCC(C2)N3C2CCCC2)c1 (stereo not given)
  91	6	-11	-1	-1	3.8	-29	-7	21	9
COc1ccc(NC(=O)c2ccco2)cc1NC(=O)c1c(OC)cccc1OC
  99	-5	-4	7	0	-0.3	6	5	15	-2
COc1ccc(/C=C2\N=C(c3c(-c4ccccc4)noc3C)OC2=O)cc1OC
  102	2	-9	1	3	-1.9	-24	2	-2	5
O=C(COc1ccccc1)NCC1COc2ccccc2O1 (stereo not given)
  100	-2	-10	8	2	-0.6	-6	7	0	0
Cc1ccc(Nc2ncnc3c2nnn3Cc2ccccc2)cc1
  95	/	2	-2	1	0.9	-14	-10	5	-5
COc1ccc(/C=C(/NC(=O)c2ccccc2)C(=O)N/N=C/c2ccc3c(c2)OCO3)cc1OC
  101	2	11	-2	2	1.3	4	12	7	29
COc1ccccc1CNC(=O)c1ccc(SC)cc1OC
  104	-2	0	1	0	-1.2	/	4	12	4
CCOc1ccc(-n2ccnc(SCC(=O)Nc3ccc(CC)cc3)c2=O)cc1
  101	11	11	4	-1	1.0	-16	-1	5	-10
CN(C)NC(=S)NC1CC2CCC1C2 (stereo not given)
  98	-4	-5	-2	0	-3.3	-2	-10	10	1
CC1CCCN(C(=O)CSc2nnc3ccccn23)C1 (stereo not given)
  99	1	2	5	0	0.0	-9	-3	2	4
Nc1nc(NCc2ccco2)nc(Nc2cccc(F)c2)c1[N+](=O)[O-]
  99	0	-5	0	0	2.9	10	-6	-2	-4
O=[N+]([O-])c1cc(-c2csc(NCCc3nc4cc(Cl)c(N5CCCCC5)cc4n3CCCO)n2)ccc1Cl
  94	2	1	-6	-2	-1.5	-3	0	8	-6
Cc1ccc(C)c(C(=O)N2CCN(c3ncccn3)CC2)c1
  96	-1	-2	7	-2	1.7	-9	9	2	4
Cc1oc(-c2cccs2)nc1CS(=O)CC(=O)NCCc1ccccc1 (stereo not given)
  98	2	-3	4	-1	-1.5	11	0	-1	4

# Continuation.
# Value order: ABCB6 inh 2	TLR9-MyD88 block	NOD2-RIPK2 inh	m5-HT2A agonist	Glyco luc inh	MC4R ag barr	NCOA2 inhibitor	ABHD5 PLIN5 PPI	MC4R antagonist	Cardio protect
S=c1[nH]nc(-c2ccco2)n1/N=C/C=C/c1ccco1
  109	-5	-5	-2	-1	-1.3	3	-6	17	-1
C#CCCC/C(=C\C(=O)N(C)[C@H](C(=O)N(C)[C@H](C(=O)N(C)[C@H](C(=O)N(C)[C@H](C(N)=O)C(C)C)C(C)C)C(C)C)C(C)C)OC
  98	-9	0	6	2	1.4	11	1	0	7
O=C(N/N=C\c1ccncc1)c1ccc(Cl)s1
  98	-10	-8	-2	1	0.5	-1	0	16	16
CC1=C(C(N)=O)C(c2ccc3c(c2)OCO3)n2nc(-c3cccc(C)c3)nc2N1 (stereo not given)
  100	-6	-6	-4	15	0.1	14	2	10	5
Cc1ccccc1Cn1c(C)c(C(=O)N(C)Cc2ccc(F)cc2)sc1=O
  98	/	1	13	-1	-0.7	-19	3	3	0
C/C(=N/NC(=O)c1ccc2c(c1)OCO2)c1cccc([N+](=O)[O-])c1
  98	-5	-4	-1	-4	-2.2	-61	-2	-7	3
CC1(C)Cc2nc3sc4c(=O)[nH]cnc4c3cc2CS1
  97	-5	-4	5	4	1.4	-22	0	9	4
O=C(NC1CCCC1)C1CC1c1ccccc1 (stereo not given)
  102	-7	-10	-1	1	-0.1	-17	2	-2	2
O=C(CN1C(=O)NC2(CCCC2)C1=O)OCCOc1ccc(Cl)cc1Cl
  94	2	1	3	3	0.2	-5	-7	-6	-5
S=C(NCc1ccccc1)Nc1cccc2cnccc12
  90	-10	-4	13	1	0.2	7	-6	22	-24
CN(C(=O)c1ccc(NC(=O)Cc2ccc(NC(=O)C3CCN(C(=O)C4CCCCC4)CC3)cc2)cc1)C1CCCC1
  96	9	-7	-2	0	0.1	-14	0	-1	-18
Cc1ccc(S(=O)(=O)N2CCCCC2)cc1C(=O)NCCCN1CCOCC1
  104	-7	-7	-2	/	0.8	-44	-3	6	1
COc1cc(C(=O)NCc2ccccc2)ccc1OC(F)F
  99	3	-3	-1	2	0.9	14	2	25	-1
N#Cc1c(NCCN)nc(-c2ccco2)c2c1CCCC2
  104	-2	-2	-4	33*	0.8	-28	6	1	14
Cc1c(C(=O)Nc2c(N)nc(SCC(=O)NCC3CCCO3)[nH]c2=O)cccc1[N+](=O)[O-] (stereo not given)
  95	-4	-11	6	-1	0.2	-20	2	6	5
CN(Cc1cn(C)nc1-c1cccc(Cl)c1)C1CCOCC1
  103	7	2	0	1	-1.2	13	-4	-2	-3

# With a hit mark in Glyco luc inh, among the entries above:
smiles,ABCB6 inh 2,TLR9-MyD88 block,NOD2-RIPK2 inh,m5-HT2A agonist,Glyco luc inh,MC4R ag barr,NCOA2 inhibitor,ABHD5 PLIN5 PPI,MC4R antagonist
N#Cc1c(NCCN)nc(-c2ccco2)c2c1CCCC2,104,-2,-2,-4,33*,0.8,-28,6,1

# Of the compounds above, these contain fluorine.
# Value order: ABCB6 inh 2	TLR9-MyD88 block	NOD2-RIPK2 inh	m5-HT2A agonist	Glyco luc inh	MC4R ag barr	NCOA2 inhibitor	ABHD5 PLIN5 PPI	MC4R antagonist	Cardio protect
COC(=O)C1(C)NC(c2cccc(C)c2)C2C(=O)N(c3ccc(F)cc3)C(=O)C21 (stereo not given)
  102	-1	-1	1	1	2.4	11	-15	10	-4
CC(C)OC(=O)C(C)Nc1ccc(F)c(Cl)c1 (stereo not given)
  100	5	-15	1	-2	-3.6	-1	5	3	-8
Cc1c(NC(=O)c2ccc(S(=O)(=O)Nc3ccccc3F)cc2)c(=O)n(-c2ccccc2)n1C
  102	-2	-2	1	-1	-0.1	-10	-2	8	-2
O=C(Nc1cc(-c2ccccc2)sc1C(=O)O)c1cccc(F)c1
  99	0	-3	-6	2	0.6	-26	-2	4	-5
Nc1nc(NCc2ccco2)nc(Nc2cccc(F)c2)c1[N+](=O)[O-]
  99	0	-5	0	0	2.9	10	-6	-2	-4
Cc1ccccc1Cn1c(C)c(C(=O)N(C)Cc2ccc(F)cc2)sc1=O
  98	/	1	13	-1	-0.7	-19	3	3	0
COc1cc(C(=O)NCc2ccccc2)ccc1OC(F)F
  99	3	-3	-1	2	0.9	14	2	25	-1

# Screening results from PubChem BioAssay.

# Not all compounds are listed; rates above refer to the full screens.
